# Screens (PubChem)
# RGS4 inh: RGS4 inhibitors, primary screen, cell-based, HEK293 M3R inducible RGS4, calcium flux; B-score at 10 µM; actives 0.45% (n = 310,000); Regulator of G-protein signaling 4 (Homo sapiens), P49798; Fluo-4 calcium flux; active compounds read high; triggered by carbachol at its EC20;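 active = B-score, a plate-corrected calcium signal, over three deviations above library mean, with baseline fluorescence within five deviations of library mean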;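 also: RGS4 expression induced by doxycycline in cells with stable M3 receptor; B-score is computed from the integrated fluorescence ratio over baseline after carbachol; higher B-score means a larger calcium signal and so more RGS4 inhibition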
# MrgX1 allo act: positive allosteric modulators of MrgX1, primary screen, HEK293 cells, Fluo-4 calcium flux | FDSS; active compounds read high | actives 0.63% (n = 310,000) | Mas-related G-protein coupled receptor member X1 (Homo sapiens), Q96LB2 | B-score at 10 µM;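 active = plate-corrected calcium response at least 3 library SD above typical, normal starting fluorescence, not activating the receptor alone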;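 also: compound read alongside a low EC10 to EC30 dose of BAM8-22 agonist; peak minus trough fluorescence over baseline measured at the second addition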
# Target sequence (Q96LB2 whole entry, looked up): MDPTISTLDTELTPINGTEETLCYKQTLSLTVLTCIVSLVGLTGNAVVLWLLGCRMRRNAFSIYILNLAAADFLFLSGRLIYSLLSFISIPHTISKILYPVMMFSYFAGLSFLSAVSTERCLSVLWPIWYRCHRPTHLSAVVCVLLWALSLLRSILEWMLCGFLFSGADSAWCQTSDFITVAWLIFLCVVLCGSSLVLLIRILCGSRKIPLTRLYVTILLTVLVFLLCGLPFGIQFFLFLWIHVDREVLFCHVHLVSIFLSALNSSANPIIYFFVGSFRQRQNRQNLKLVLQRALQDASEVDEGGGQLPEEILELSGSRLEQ
# KCNQ1 inh: inhibitors of human KCNQ1 channel, primary screen, cell-based, thallium flux, high-throughput. actives 1.3% (n = 310,000). CHO-K1 KCNQ1, FluxOR thallium flux fluorescence; active compounds read high. Potassium voltage-gated channel subfamily KQT member 1 (Homo sapiens), P51787. AID 2642, 2010. B-score at 10 µM;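 active = compounds whose thallium flux B-score, printed positive for inhibition, exceeds three library SD while starting fluorescence stays within three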;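 also: channel opened by potassium depolarization with thallium stimulus after 20 min compound exposure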
# hERG protect: hERG rescue from dofetilide block, primary screen, cell-based, CHO-hERG, FluxOR thallium flux, dofetilide IC70. dofetilide IC70 present. Voltage-gated inwardly rectifying potassium channel KCNH2 (Homo sapiens), Q12809. activation (rescue from dofetilide block), less the hit threshold, % at 10 µM. actives 0.51% (n = 310,000). AID 1511, 2009;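 active = activation above the mean of controls blocked by dofetilide plus 5 SD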;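 also: thallium influx through hERG after potassium depolarization seen as dye fluorescence rise; in these data hits start at about 4.7%; inactives centre near -7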
# ANO1 activ: TMEM16A chloride channel activators or potentiators, primary screen, cell-based, HTS. Anoctamin-1 (Mus musculus), Q8BHY3. HEK293 TMEM16A/YFP-H148Q/I152L, iodide quench fluorescence; active compounds read low. B-score at 10 µM. actives 0.3% (n = 340,000). AID 623877, 2012;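 active = fluorescence-ratio B-score plate-corrected deviation score at least 3 library SD below zero, with starting fluorescence score within 5 deviations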;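 also: channel opened by trigger with iodide after compound preincubation; score built on the fluorescence ratio of max minus min over baseline; more negative score means more quench and so TMEM16A activation or potentiation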
# TMEM16A inh: TMEM16A chloride channel inhibitors, primary screen, cell-based, HTS; normalized B-score (activity score, 25-100; higher = stronger inhibition) at 10 µM; Anoctamin-1 (Mus musculus), Q8BHY3; AID 588511, 2011; actives 1.2% (n = 310,000); HEK293 TMEM16A/YFP iodide influx fluorescence, ionomycin;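 active = ratio plate-corrected score three or more library SD toward inhibition, starting fluorescence score within five deviations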;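 also: score derived from kinetic fluorescence span divided by baseline fluorescence per well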
# RGS4 act: RGS4 potentiators or activators, primary screen, cell-based, HEK293 M3R inducible RGS4, calcium flux. carbachol calcium flux Fluo4; active compounds read low. B-score at 10 µM. AID 463111, 2010. actives 0.92% (n = 310,000);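 active = B-score of the integrated calcium signal more than 4 SD below the library mean, with starting fluorescence not abnormally high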;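 also: negative B-score means reduced calcium response which marks RGS4 activation or potentiation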
#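 System: HEK293 FlpIn-TREx cells, stable M3R, doxycycline-inducible RGS4. Timing: overnight RGS4 induction, 30 min dye load 37 °C, 20 min compound RT. Also added: carbachol, ECmax concentration. Measured by: Fluo4 fluorescence kinetic imaging of calcium. Evaluation: integrated calcium ratio converted to B score.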
# KCNK3 inh: human KCNK3 channel inhibitors, primary screen, CHO cells, FluxOR thallium flux, B-score; B-score at 10 µM; FluxOR fluorescence; active compounds read low; actives 0.84% (n = 340,000);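 active = B-score under library mean minus 4 SD, starting fluorescence ratio at most library mean plus 5 SD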;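 also: more negative B-score means stronger inhibition of thallium flux through KCNK3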
# Target sequence (O14649 whole entry, looked up): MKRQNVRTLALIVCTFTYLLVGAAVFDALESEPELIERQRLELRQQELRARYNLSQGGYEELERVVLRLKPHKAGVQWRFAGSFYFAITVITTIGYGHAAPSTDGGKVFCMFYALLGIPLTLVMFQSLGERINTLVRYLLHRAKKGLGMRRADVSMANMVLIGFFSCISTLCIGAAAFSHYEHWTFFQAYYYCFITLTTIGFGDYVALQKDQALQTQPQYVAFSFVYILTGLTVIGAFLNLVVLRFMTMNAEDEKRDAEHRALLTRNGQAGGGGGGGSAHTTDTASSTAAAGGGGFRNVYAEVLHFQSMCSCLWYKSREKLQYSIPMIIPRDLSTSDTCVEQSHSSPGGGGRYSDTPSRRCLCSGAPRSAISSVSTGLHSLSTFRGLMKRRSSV
# MrgX1 ag: agonists of human MrgX1 receptor, primary screen, HEK293 cells, Fluo-4 calcium flux | Mas-related G-protein coupled receptor member X1 (Homo sapiens), Q96LB2 | Fluo-4 calcium fluorescence, agonist mode; active compounds read high | B-score at 10 µM | actives 0.44% (n = 310,000) | AID 588627, 2011;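 active = calcium response B-score plate-corrected fluorescence ratio at least 3 library SD, with starting fluorescence B-score inside 5 SD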
#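 Material: HEK293 cells stably expressing human MrgX1 receptor | Quantity: 15,000 cells per well | Times: Cells plated overnight, dye loaded 0.5 h 37 °C, 0.5 h room temperature | Measured by: Kinetic Fluo-4 NW fluorescence of intracellular calcium | Control set: Positive and negative controls per plate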
# KCNK9 inh: KCNK9 potassium channel inhibitors, primary screen, HEK293 cells, thallium flux; Potassium channel subfamily K member 9 (Homo sapiens), Q9NPC2; FluxOR thallium flux fluorescence; active compounds read low; B-score at 10 µM; actives 1.2% (n = 310,000); AID 488922, 2010;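 active = ratio B-score over 3 SD below the library mean, with starting fluorescence within 5 SD of its mean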;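 also: negative B-score means less thallium flux so channel inhibition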
# Target sequence (Q9NPC2 whole entry, looked up): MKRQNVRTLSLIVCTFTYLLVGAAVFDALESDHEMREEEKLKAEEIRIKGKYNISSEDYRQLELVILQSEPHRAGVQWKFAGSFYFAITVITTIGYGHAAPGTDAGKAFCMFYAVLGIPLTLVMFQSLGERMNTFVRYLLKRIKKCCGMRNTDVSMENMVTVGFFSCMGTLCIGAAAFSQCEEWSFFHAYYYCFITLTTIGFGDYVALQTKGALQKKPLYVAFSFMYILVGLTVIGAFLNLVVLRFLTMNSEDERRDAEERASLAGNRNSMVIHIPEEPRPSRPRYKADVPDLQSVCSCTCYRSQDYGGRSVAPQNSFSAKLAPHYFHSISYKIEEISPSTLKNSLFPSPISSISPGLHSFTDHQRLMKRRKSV
# KCNQ1 pot: potentiators or activators of KCNQ1 channel, primary screen, cell-based, thallium flux, high-throughput; AID 2648, 2010; Potassium voltage-gated channel subfamily KQT member 1 (Homo sapiens), P51787; CHO-K1 KCNQ1, thallium flux FluxOR fluorescence; active compounds read high; B-score at 10 µM; actives 0.35% (n = 310,000);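 active = fluorescence ratio B-score, a plate-corrected score, at least three library SD, with initial intensity B-score within 5 SD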
#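 assay system = CHO-K1 cells stably expressing KCNQ1 | medium = assay buffer, equal DMSO in all wells | timing = 37 °C overnight plating, 90-min dark dye load, 20-min compound pretreatment | measured by = kinetic FluxOR thallium fluorescence, 10-s 1-Hz baseline, 110-s post-stimulus read | measure = fluorescence change relative to baseline, converted to B score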
# * = called active by the depositor; i = inactive; . = not tested or not shown.
# Each structure is followed by: TMEM16A inh, ANO1 activ, KCNQ1 inh, KCNK3 inh, RGS4 act, KCNK9 inh, RGS4 inh, hERG protect, MrgX1 allo act, MrgX1 ag, KCNQ1 pot
> CCN(Cc1ccccc1)S(=O)(=O)c1cc(C(=O)NC(C)C2CC3CCC2C3)ccc1OC (centres undefined)
  i, i, i, i, i, i, i, -7, i, i, i
> Cc1ccc(OCC(=O)NC(=S)Nc2ccc(Br)cn2)cc1C
  i, i, i, i, i, i, i, -5, i, i, i
> Cc1c(O)nc(SCC(=O)Nc2ccc3c4c(cccc24)CC3)n(-c2ccccc2)c1=O
  i, i, i, i, i, i, i, -7, i, i, i
> Cc1cc(F)ccc1N1CCC(N2CCN(CCC(C)C)C(CCO)C2)CC1 (centres undefined)
  i, i, i, i, i, i, i, -7, i, i, i
> CCN(CC)S(=O)(=O)c1ccc(/C=C/C(=O)Nc2cccc(F)c2)cc1
  i, i, i, i, i, i, i, -10, i, i, i
> CC(c1ccccc1)N1C(=O)c2ccc(C(=O)NCc3cccnc3)cc2C1=O (centres undefined)
  i, i, i, i, i, i, i, -13, i, i, i
> CCC(C)(C)NC(=O)Cc1ccccc1OC
  i, i, i, i, i, i, i, -9, i, i, i
> CC1CN(c2nc3ccccc3nc2SCC(=O)Nc2cccc(C(F)(F)F)c2)CC(C)O1 (centres undefined)
  i, i, 10*, -15*, -7.6*, i, i, -5, i, i, i
> Clc1ccc2c(c1)C1=C(C(c3ccncc3)O2)C(c2ccc(Br)cc2)n2ncnc2N1 (centres undefined)
  i, i, i, i, i, i, i, -15, i, i, i
> COc1ccc(OC)c2[nH]c(=O)c(CCNS(=O)(=O)c3ccc(Cl)cc3)cc12
  i, i, i, i, i, i, i, -8, i, i, i
> S=C1NCN(Cc2ccco2)CN1CCc1ccccc1
  i, i, i, i, i, i, i, -10, i, i, i
> Cc1ccccc1C(=O)NC(=S)NC1CCSC1=O (centres undefined)
  i, i, i, i, i, i, i, -7, i, i, i
> Cc1ccccc1C(=O)NNC(=S)NC(=O)c1cccs1
  i, i, i, i, i, i, i, -8, i, 79*, i
> Cc1cc(O)c2c(c1)C(O)(C1OC(CO)C(O)C(O)C1O)c1cccc(O)c1C2=O (centres undefined)
  i, i, i, i, i, i, i, -7, i, i, i
> COc1ccc(CCNC(=O)C2CCN(S(=O)(=O)N3CCC4(CC3)OCCO4)CC2)cc1OC
  i, i, i, i, i, i, i, -6, i, i, i
> CCCC1O[C@@H]2C[C@H]3[C@@H]4CCC5=CC(=O)C=C[C@]5(C)[C@H]4[C@@H](O)C[C@]3(C)[C@]2(C(=O)CO)O1 (some centres undefined)
  i, i, i, i, i, i, i, -9, i, i, i
> Cc1nc2ccccc2c(N)c1C(=O)/C=C/c1ccccc1
  i, i, i, i, i, i, i, -9, i, i, i
> Cc1ccc2nc3c(nc2c1C)C(O)=C3O
  i, i, i, i, i, i, i, -1, i, i, i
> NC(=O)NC(=O)C[n+]1cccc(/C=N/O)c1
  i, i, i, i, i, i, i, -9, i, i, i
> CCOC(=O)C1CCN(C(=O)C2CCCN(S(=O)(=O)c3ccc(OCC)c(Cl)c3)C2)CC1 (centres undefined)
  i, i, i, i, i, i, i, -21, i, i, i
> COc1ccc(CN2C(=O)c3ccccc3C2C(=O)NCc2cccnc2)c(OC)c1 (centres undefined)
  i, i, i, i, i, i, i, -8, i, i, i
> O=S(=O)(NCc1nc(-c2ccccc2)no1)c1ccc(F)cc1
  i, i, i, i, i, i, i, 0, i, i, i
> Cc1ccc(NC(=O)CN(CCc2ccccc2)S(C)(=O)=O)cc1
  i, i, i, i, i, i, i, -5, i, i, i
> COc1ccc(C(OC(=O)c2ccco2)C(=O)NCc2ccco2)cc1 (centres undefined)
  i, i, i, i, i, i, i, -8, i, i, i
> CCCn1c(N)c(N(CCOC)C(=O)c2cc(-c3ccco3)nc3ccccc23)c(=O)[nH]c1=O
  i, i, i, i, i, i, i, -9, i, i, i
> Oc1cccc(/C=N/Nc2ccc(Cl)nn2)c1
  i, i, i, i, i, i, i, -8, i, i, i
> Cc1cccc(-c2noc(CNC(=O)Nc3ccc(F)cc3)n2)c1
  i, i, i, i, i, i, i, -14, i, i, i
> Cc1cc(Nc2ccccc2)cc(=O)n1C
  i, i, i, i, i, i, i, -12, i, i, i
> COc1ccc(CNCC(C)NCc2ccc(OC)c(OC)c2)cc1OC (centres undefined)
  i, i, i, i, i, i, i, -5, i, i, i
> CCN(CC)c1ccc(C(=O)n2cnc3ccccc32)cc1
  i, i, i, i, i, i, i, -21, i, i, i
> CCN(C1CCCCC1)S(=O)(=O)c1c(C)n(C)c(=O)n(C)c1=O
  i, i, i, i, i, i, i, -11, i, i, i
> COc1cc(C)ccc1OCCCCN1CC(C)OC(C)C1 (centres undefined)
  i, i, i, i, i, i, i, -15, i, i, i
> N#Cc1cnc(NN)nc1
  i, i, i, i, i, i, i, 2, i, i, i
> CC1CCC(NC(=O)C(NS(=O)(=O)c2cccc3nsnc23)C(C)C)CC1 (centres undefined)
  i, i, i, i, i, i, i, -6, i, i, i
> NC(=O)CC(NC(=O)c1ccccc1)c1ccc(N2CCC(Br)CC2)c([N+](=O)[O-])c1 (centres undefined)
  i, i, i, i, i, i, i, -2, i, i, i
> O=C(O)/C=C/c1cccc(NS(=O)(=O)c2ccccc2)c1
  i, i, i, i, i, i, i, -8, i, i, i
> Cn1nnnc1SCC(=O)N(C1CCCCC1)C1CCS(=O)(=O)C1 (centres undefined)
  i, i, i, i, i, i, i, -1, i, i, i
> CC(C)n1c(NCc2ccc(Cl)cc2)nc2ccccc21
  i, i, i, i, i, i, i, -5, i, i, i
> CC(C)COc1ccc(C(=O)N2C(=O)c3ccc(N)cc3C2=O)cc1
  i, i, i, i, i, i, i, -6, i, i, i
> COc1ccc(NC(=O)CCNS(=O)(=O)c2ccc(NC(C)=O)cc2)cc1Cl
  i, i, i, i, i, i, i, -6, i, i, i
> CCCCCCn1cc(C(=O)OCC)c(=O)c2cc(F)c(F)cc21
  i, i, i, i, i, i, i, -9, i, i, i
> N#CC(CC(=O)c1ccc(F)cc1)c1ccc2c(c1)OCO2 (centres undefined)
  i, i, i, i, i, i, i, -3, i, i, i
> Cc1ccc(S(=O)(=O)N2CCc3ccccc3C2CC(=O)O)cc1 (centres undefined)
  i, i, i, i, i, i, i, -14, i, i, i
> CCCC(=O)N1CC(=O)Nc2ccc(Br)cc2C1c1ccc(F)cc1 (centres undefined)
  i, i, i, i, i, i, i, -10, i, i, i
> N/C(=N\OC(=O)c1ccc(Cl)c(Cl)c1)c1cccc(CSc2ccccn2)c1
  i, i, i, i, -7.5*, i, i, -7, i, i, i
> COc1ccc([N+](=O)[O-])cc1C(=O)NC1CCN(Cc2ccccc2)CC1
  i, i, i, i, i, i, i, -2, i, i, i
> Cc1cccc(Oc2ccc(Cl)cc2N)c1
  i, i, i, i, i, i, i, -3, i, i, i
> CCOC(=O)C1C(=O)NC(c2ccccc2)=NC1c1cccc(Br)c1 (centres undefined)
  i, i, i, i, i, i, i, -11, i, i, i
> Cc1cccc(CN2C(=O)c3ccccc3Sc3ccc(C(=O)O)cc32)c1
  i, i, i, i, i, i, i, -13, i, i, i
> CCCOC(=O)c1cccc(NC(=O)C(C)(C)C)c1
  i, i, i, i, i, i, i, -19, i, i, i
> Fc1ccccc1C(c1nnnn1C1CCCC1)N1CCN(Cc2ccccc2)CC1 (centres undefined)
  i, i, i, i, i, i, i, -2, i, i, i
> COc1ccc(CC(=O)Nc2cc(=O)n(C)c(=O)n2C)cc1OC
  i, i, i, i, i, i, i, -11, 6.6*, i, i
> CC1(C)CC(=O)C(C=NCC2CCN(C(=O)Cc3ccccc3)CC2)=C(O)C1
  i, i, i, i, i, i, i, -21, i, i, i
> CC1CCCN(S(=O)(=O)c2ccc(C(=O)Nc3nnc(C4CC4)o3)cc2)C1 (centres undefined)
  i, i, i, i, i, i, i, -8, i, i, i
> COc1cc(/C=C/C(=O)N2CCN(CC(O)COc3ccccc3)CC2)cc(OC)c1OC (centres undefined)
  i, i, i, i, i, i, i, -4, i, i, i
> CN1CCN(c2ccc(Cl)cc2NC(=O)c2nn(-c3ccccc3)c(=O)c3ccccc23)CC1
  ., i, i, i, i, i, i, -3, ., ., i
> CCN(CC)c1ccc(/C=N/N2CCN(Cc3ccccc3Cl)CC2)c(O)c1
  i, i, i, i, i, i, i, -7, i, i, i
> CCOc1ccc(N(CC(=O)Nc2ccc(F)c(F)c2)S(=O)(=O)c2c(C)noc2C)cc1
  i, i, i, i, i, i, i, 2, i, i, i
> COc1ccc(-c2nc(C#N)c(NCc3ccccc3Cl)o2)cc1
  i, i, i, i, i, i, i, -6, i, i, i
> COCCn1c(NC(=S)NC(=O)C23CC4CC(CC(C4)C2)C3)cc(=O)[nH]c1=O
  i, i, i, i, i, i, i, -15, i, i, i
> Cn1c(=O)c2cc(S(=O)(=O)NC(Cc3ccccc3)C(=O)NCC3CCCO3)ccc2n(C)c1=O (centres undefined)
  i, i, i, i, i, i, i, 0, i, i, i
> COCCN1C(=O)c2ccccc2C(C(=O)N2CCN(c3ccccc3)CC2)C1c1ccc(F)cc1 (centres undefined)
  i, i, i, i, i, i, i, -20, i, i, i
> CN(C)CCN(Cc1cccs1)S(=O)(=O)c1csc(C(N)=O)c1
  i, i, i, i, i, i, i, -11, i, i, i

# Not a hit list. About 6.3% of those tested had a hit in this group.
